NR5A2 inv ag = NR5A2 inverse agonism in reporter assay; HEK293T StAR-luciferase reporter, LRH-1 transfected, 24 h; actives 0.13% (n = 360,000); inhibition, % at 3.6 µM; O00482; AID 602396;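 active means inhibition above the mean inhibition of all tested compounds plus 3 SD, cut at about 73% in these data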;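 further: 0% = DMSO wells and 100% = reporter-only cells lacking LRH-1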
Target sequence (O00482 whole entry, looked up): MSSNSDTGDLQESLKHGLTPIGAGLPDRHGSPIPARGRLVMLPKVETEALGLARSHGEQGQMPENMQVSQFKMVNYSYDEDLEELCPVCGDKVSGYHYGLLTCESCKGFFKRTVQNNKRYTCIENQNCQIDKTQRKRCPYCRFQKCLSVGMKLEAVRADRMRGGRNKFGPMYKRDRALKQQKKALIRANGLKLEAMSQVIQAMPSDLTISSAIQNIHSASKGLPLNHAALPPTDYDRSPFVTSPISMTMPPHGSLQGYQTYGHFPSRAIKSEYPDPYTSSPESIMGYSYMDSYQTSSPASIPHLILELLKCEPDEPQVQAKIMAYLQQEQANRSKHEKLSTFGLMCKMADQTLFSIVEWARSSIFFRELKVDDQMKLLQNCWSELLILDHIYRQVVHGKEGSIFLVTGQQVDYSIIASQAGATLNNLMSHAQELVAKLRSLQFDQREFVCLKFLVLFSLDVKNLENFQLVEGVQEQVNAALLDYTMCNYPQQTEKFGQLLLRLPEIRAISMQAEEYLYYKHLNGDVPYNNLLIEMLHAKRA
SRC1 inh = human NCOA1 inhibition | inhibition, % at 3.6 µM | actives 0.12% (n = 360,000) | HEK293 GAL4-SRC1 luciferase reporter, luminescence | Q15788;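 active means inhibition above the campaign mean plus 3 SD, with each screening campaign given its own cutoff, cut at about 60% in these data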;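 further: 0% = DMSO treated cells and 100% = gossypol at 36 µM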
C8 TRAIL sens = caspase-8 TRAIL sensitization; NB7+C8 cells + TRAIL, ATPlite viability luminescence; inhibition (viability loss, TRAIL sensitization), % at 10 µM; actives 1% (n = 360,000);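 active means compounds causing at least 50% loss of cell viability in the single-dose screen, relative to plate controls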
EBV LMP1 NFkB = reduces LMP1-driven NF-kappaB luciferase signal. LMP1-induced NF-kappaB luciferase reporter cells, luminescence. inhibition, % at 12.5 µM. actives 0.69% (n = 350,000). AID 504558; in the data active means inhibition above about 41%;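 further: 0% = neutral control wells and 100% = reference inhibitor control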
KKLEB cytotox = reduces viability of KKLEB cystic fibrosis airway cells | KKLEB CF airway cells viability, ATPlite luminescence, overnight; stronger effect = lower value; cells stimulated with P. aeruginosa culture filtrate | activity change (cytotoxicity), % at 5 µM | actives 0.36% (n = 360,000) | AID 602141;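 active means corrected activity change at or below -50% at 5 µM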
NCOA3 inh = human NCOA3 inhibition; Q9Y6Q9; HEK293 GAL4-SRC3 luciferase reporter, luminescence; inhibition, % at 3.6 µM; actives 0.17% (n = 360,000);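 active means inhibition above a per-campaign cutoff, the mean of all compounds plus 3 SD, cut at about 60% in these data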;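 further: 0% = DMSO-treated cells and 100% = gossypol-treated cells at 36 µM; higher means less SRC3-driven luciferase light from the GAL4 reporter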
CF NFkB block = cystic fibrosis NF-kB activation inhibition. KKLEB NF-kB-GFP reporter, PAF-induced, GFP fluorescence overnight. inhibition, % at 5 µM. actives 0.86% (n = 360,000);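 active means at least 50% inhibition at 5 µM, scaled per plate between neutral and stimulator controls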;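 further: PAF is a Pseudomonas aeruginosa culture filtrate used as stimulus; plate controls were PAF-stimulated DMSO wells for no effect and unstimulated DMSO wells for full effect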
SRC2 inh = human SRC2 (NCOA2) inhibition; Q15596; HEK293 GAL4-SRC2 luciferase reporter, luminescence; inhibition, % at 9 µM; actives 0.17% (n = 370,000);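 active means inhibition above the mean inhibition of all tested compounds plus 3 SD, set per campaign, cut at about 52% in these data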;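 further: 0% = DMSO treated cells and 100% = cells given Gossypol at 36 µM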
TROY signal inh = blocks TROY-dependent signaling in reporter cells; Q293 LMP1-TROYcd NF-kB luciferase reporter, 4 h; inhibition, % at 10 µM; actives 0.98% (n = 360,000);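 active means compounds whose plate-normalised and pattern-corrected inhibition of the luciferase reporter signal at the single screening dose is 50% or more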
TWEAK Fn14 block = inhibitors of TWEAK-Fn14 interaction signaling; TWEAK-stimulated Fn14 reporter cells, luciferase luminescence, 8 h; inhibition, % at 10 µM; actives 2% (n = 360,000); AID 1159606; in the data active means inhibition above about 50%
COUP-TFII inh = NR2F2 (human) inhibition, primary screen; HEK293T NGFI-A luciferase reporter, luminescence; AID 686940; P24468; inhibition, % at 8.6 µM; actives 0.7% (n = 370,000);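 active means inhibition above a per-plate cutoff, mean inhibition of test wells between control levels plus 3 SD, cut at about 38% in these data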;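 further: cells cotransfected with COUP-TFII expression vector driving the NGFI-A reporter; 0% = median of COUP-TF2 test wells and 100% = reporter-only cells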
Target sequence (P24468 whole entry, looked up): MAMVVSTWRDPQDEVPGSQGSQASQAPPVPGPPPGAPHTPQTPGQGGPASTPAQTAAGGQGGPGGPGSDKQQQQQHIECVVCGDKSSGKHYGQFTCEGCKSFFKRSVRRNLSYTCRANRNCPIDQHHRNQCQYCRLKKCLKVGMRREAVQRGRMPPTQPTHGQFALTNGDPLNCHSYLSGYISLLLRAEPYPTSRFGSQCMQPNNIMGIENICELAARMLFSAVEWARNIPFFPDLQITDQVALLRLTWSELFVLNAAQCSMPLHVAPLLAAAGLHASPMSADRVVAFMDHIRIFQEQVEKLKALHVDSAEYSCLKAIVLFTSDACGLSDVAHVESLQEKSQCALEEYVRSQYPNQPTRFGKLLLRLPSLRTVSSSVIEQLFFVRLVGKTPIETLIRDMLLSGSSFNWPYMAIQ
Starred values were filed as active, the others as inactive; / = not tested or not shown.

SMILES	NR5A2 inv ag	SRC1 inh	C8 TRAIL sens	EBV LMP1 NFkB	KKLEB cytotox	NCOA3 inh	CF NFkB block	SRC2 inh	TROY signal inh	TWEAK Fn14 block	COUP-TFII inh
N=C1S/C(=C\c2cn[nH]c2-c2ccc(F)cc2)C(=O)N1c1ccccc1F	-8	0	-3	-2	13	-6	50*	2	26	7	-8
Cc1ccc(-n2c(-c3ccc(Br)cc3)n[nH]c2=S)c(C)c1	22	3	25	-9	6	-12	-33	3	-17	10	12
O=C(N/N=C/c1sc(=O)n(-c2ccccc2)c1Cl)c1ccncc1	22	-27	11	11	-12	-11	21	-11	-6	0	-2
Cn1cccc1Cc1nnc(SCC(=O)NC2CCCC2)n1-c1ccc(F)cc1	8	2	11	-2	-10	17	33	3	0	18	-1
Cc1cc2[nH]c(=O)c(=O)[nH]c2cc1S(=O)(=O)NC1CCC(C)CC1 (stereo not drawn)	-9	24	-11	-4	6	11	6	-7	-13	-10	-9
Cc1ccc2nc(-c3ccc4c(c3)NC(=O)CO4)cn2c1	-109	-142	33	1	-18	-69	-4	-45	6	-11	-57
CCN(CC)CCN1C(=O)C(=O)/C(=C(/O)c2ccc(OC)c(OC)c2)C1c1ccccn1 (stereo not drawn)	-14	-81	-10	-4	-6	7	7	-43	1	-4	-55
CCc1ccc(CNC(=O)C2CCCN(S(=O)(=O)N3CC(C)CC(C)C3)C2)cc1 (stereo not drawn)	-10	14	9	-35	18	-15	-34	-1	-15	-5	13
Cc1cccc(-c2nc(Nc3ccc(O)cc3)c3ccccc3n2)c1	16	8	1	1	-4	-7	-19	3	4	9	-1
COc1cccc(C(=O)NCCCNC(=O)c2ccco2)c1	1	9	-10	-1	-4	-5	5	18	6	20	-8
CC(=O)NS(=O)(=O)c1ccc(NC(=S)NC(=O)Cc2ccccc2)cc1	-6	-13	1	3	13	13	-7	13	-9	-6	-19
O=C(Cc1ccc(F)cc1)N1CCN=C1SCc1ccc([N+](=O)[O-])cc1	6	8	9	-10	-2	10	5	24	26	24	0
NC(=O)N1CCc2ccccc21	7	7	-1	-7	-2	2	15	-17	8	8	3
Cc1cc(/C=C\c2ccccc2)nc2ccccc12	-83	-69	47	-35	-13	-64	-12	-102	-53	-15	-65
Cc1ccccc1NC(=O)CSc1nnc(-c2ccco2)n1N	8	-10	-3	6	3	9	-5	12	-13	3	8
O=C(c1ccc(F)cc1)c1cn(Cc2ccc(F)cc2)c2cc3c(cc2c1=O)OCCO3	9	-10	-7	0	-11	4	-23	5	-19	-16	26
Cc1ccc(-c2noc(CCCOc3ccc(Cl)cc3Cl)n2)cc1	-8	-15	-23	-2	9	-1	8	-28	5	-3	-4
O=C(Nc1nnc(C2=COCCO2)o1)c1ccc(S(=O)(=O)N2CCCCC2)cc1	5	5	0	6	-10	1	-8	11	-14	16	6
Cc1ccnc(SCc2cc(=O)c(OC(=O)c3ccc(Br)o3)co2)n1	11	3	-5	0	4	19	6	-19	-2	-3	-7
O=C1CN(C(=O)COC(=O)C2=COCCO2)c2ccccc2N1	-6	4	9	4	2	-18	4	-8	2	-2	-2
CC(=O)NC12CC3CC(C1)CC(C(=O)OCC(=O)c1ccc4c(c1)OCCO4)(C3)C2	-37	-64	5	-26	-4	-89	-8	-93	54*	58*	-34
CCOC(=O)c1sc(NC(=O)CSc2nnnn2-c2ccc(C)c(C)c2)nc1C	2	-6	-8	-4	-9	-14	13	18	-7	-16	-2
Cc1csc(SCC(=O)Nc2nc3ccccc3s2)n1	-76	-45	8	-21	-6	-60	8	-40	-51	-15	-31
CCC(CC)C(=O)c1c[nH]c(C(=O)NCCOC)c1	-9	-18	-1	3	-33	13	7	4	-6	1	-10
COC(=O)CN1C(=O)C(O)(CC(=O)c2ccc(C)o2)c2ccccc21 (stereo not drawn)	12	-8	1	-7	6	-5	4	-7	/	49	8

A run of entries taken from the entries so far:
SMILES	NR5A2 inv ag	SRC1 inh	C8 TRAIL sens	EBV LMP1 NFkB	KKLEB cytotox	NCOA3 inh	CF NFkB block	SRC2 inh	TROY signal inh	TWEAK Fn14 block	COUP-TFII inh
N=C1S/C(=C\c2cn[nH]c2-c2ccc(F)cc2)C(=O)N1c1ccccc1F	-8	0	-3	-2	13	-6	50*	2	26	7	-8
Cc1ccc(-n2c(-c3ccc(Br)cc3)n[nH]c2=S)c(C)c1	22	3	25	-9	6	-12	-33	3	-17	10	12
O=C(N/N=C/c1sc(=O)n(-c2ccccc2)c1Cl)c1ccncc1	22	-27	11	11	-12	-11	21	-11	-6	0	-2
Cn1cccc1Cc1nnc(SCC(=O)NC2CCCC2)n1-c1ccc(F)cc1	8	2	11	-2	-10	17	33	3	0	18	-1
Cc1cc2[nH]c(=O)c(=O)[nH]c2cc1S(=O)(=O)NC1CCC(C)CC1 (stereo not drawn)	-9	24	-11	-4	6	11	6	-7	-13	-10	-9
Cc1ccc2nc(-c3ccc4c(c3)NC(=O)CO4)cn2c1	-109	-142	33	1	-18	-69	-4	-45	6	-11	-57
CCN(CC)CCN1C(=O)C(=O)/C(=C(/O)c2ccc(OC)c(OC)c2)C1c1ccccn1 (stereo not drawn)	-14	-81	-10	-4	-6	7	7	-43	1	-4	-55
CCc1ccc(CNC(=O)C2CCCN(S(=O)(=O)N3CC(C)CC(C)C3)C2)cc1 (stereo not drawn)	-10	14	9	-35	18	-15	-34	-1	-15	-5	13
Cc1cccc(-c2nc(Nc3ccc(O)cc3)c3ccccc3n2)c1	16	8	1	1	-4	-7	-19	3	4	9	-1
COc1cccc(C(=O)NCCCNC(=O)c2ccco2)c1	1	9	-10	-1	-4	-5	5	18	6	20	-8
CC(=O)NS(=O)(=O)c1ccc(NC(=S)NC(=O)Cc2ccccc2)cc1	-6	-13	1	3	13	13	-7	13	-9	-6	-19
O=C(Cc1ccc(F)cc1)N1CCN=C1SCc1ccc([N+](=O)[O-])cc1	6	8	9	-10	-2	10	5	24	26	24	0
NC(=O)N1CCc2ccccc21	7	7	-1	-7	-2	2	15	-17	8	8	3

Further results follow:
SMILES	NR5A2 inv ag	SRC1 inh	C8 TRAIL sens	EBV LMP1 NFkB	KKLEB cytotox	NCOA3 inh	CF NFkB block	SRC2 inh	TROY signal inh	TWEAK Fn14 block	COUP-TFII inh
CCC(CC)C(=O)Nc1nnc(SCC(=O)NC(C)(C)C)s1	6	-4	-2	-1	0	5	-5	0	14	1	6
NC(=O)c1c(NC(=O)c2ccc(F)cc2)sc2c1CCC2	-104	-106	35	-47	0	-147	-10	-101	-53	-11	-49
Cc1nn(-c2ccccc2)c(C)c1C(=O)OCC(=O)Nc1cccc(S(N)(=O)=O)c1	-14	0	8	19	-7	-1	10	-8	-19	-28	0
CN(C)CCN(C(=O)c1ccc2c(c1)OCCO2)c1nc2cc3c(cc2s1)OCO3	-38	-14	-7	-6	-13	-12	17	-12	-71	-39	-23
O=C(NC1CCN(C(=O)Nc2cccc(F)c2)CC1)C1CCCCC1	-5	-2	5	-7	-5	5	-11	-26	3	3	4
COc1ccccc1/C=C/C(=O)OCCN1CCOCC1	-2	1	-5	-2	-5	8	15	-32	-31	-10	-7
CC1=C(C(=O)N(C(C)C)C(C)C)CC(CC(=O)NCCc2ccccn2)C(=O)N1CCCN1CCCC1=O (stereo not drawn)	4	7	4	/	4	15	-19	-21	-6	22	-13
CC1Cn2c(nnc2-c2cccs2)S1 (stereo not drawn)	24	10	-4	23	-10	-2	10	15	6	0	-4
COCCn1c(=O)[nH]c2cc(C(=O)NCCN3CCN(c4ccc(OC)cc4)CC3)ccc2c1=O	0	-7	-1	-10	-8	0	-21	-2	3	4	14
CC1CCCCC1NC(=S)Nc1ccc(Cl)cc1Cl (stereo not drawn)	-5	-2	-13	-1	-6	-11	19	-5	-21	-24	2
O=C(CSc1ccsc1[N+](=O)[O-])NCc1ccco1	2	-7	0	-10	-6	11	14	4	-6	7	-1
CCN1CCCC1CNC(=O)CCc1nnc(CCC2CCCCC2)o1 (stereo not drawn)	12	9	-4	7	5	7	9	-17	8	-14	7
Cc1ccc(C)c(NC(=O)CCN2CCC(C)CC2)c1	15	8	-18	-2	-7	21	-6	-11	-9	-5	-18
COc1ccc(-c2nn(C)c(=O)c3ccccc23)cc1NC(=O)Cn1nc(-c2ccccc2)c2ccccc2c1=O	1	-23	12	6	-11	21	20	-21	8	-1	-3
CCOC(=O)c1cnc(-c2ccccc2)nc1Oc1ccc(OC)cc1	-2	13	-7	-17	-18	-7	-18	-24	-24	5	-5
CCOC(=O)c1csc(NC(=O)c2ccc(N3C(=O)CCC3=O)cc2)n1	-13	0	-1	-2	9	6	3	-9	-4	9	-19
Cc1ccc(S(=O)(=O)N2CCCCC2)cc1NC(=O)c1cc2ccccc2o1	2	-9	3	3	-12	-23	13	5	-4	-2	10
CS(=O)(=O)N(CC(=O)N1CCN(c2ccccc2)CC1)c1cccc(Br)c1	-10	-10	-3	-5	1	16	11	-14	9	3	-8
CCNC(=S)N1CCN(S(=O)(=O)c2ccc(C)cc2)CC1	10	5	0	-3	8	14	1	16	-8	-2	5
CC(C)OC(=O)c1ccc(NC(=O)c2ccco2)cc1	-144	-70	4	-33	3	-69	-4	-38	/	-3	-13
CCOC(=O)Cn1c(=O)n(C2CCCC2)c(=O)c2ccccc21	10	-31	-11	0	2	-10	5	-17	3	18	11
CCOC(=O)C1CCN(C(=O)c2cccc(NS(=O)(=O)c3ccc(Br)cc3)c2)CC1	10	7	7	2	-5	0	-3	11	12	-9	14
Cc1sc2ncnc(NCCc3ccc(S(N)(=O)=O)cc3)c2c1C	49	-13	28	28	5	28	2	28	32	25	66*
CC(=O)Nc1ccc(Sc2ncnc3scc(-c4ccccc4)c23)cc1	-56	-20	25	14	-20	-14	42	1	29	62*	-4
CN(Cc1cccc(Cl)c1Cl)C(=O)c1ccc(NC(=O)CC#N)cc1	-9	-57	-8	6	-4	-5	23	19	22	3	13
N=c1c(S(=O)(=O)c2ccc(Br)cc2)cc2c(=O)n3ccccc3nc2n1Cc1ccco1	-14	-16	0	-5	-18	-17	82*	21	29	46	4
CC(NC(=O)CC(O)(C(F)(F)F)C(F)(F)F)c1ccccc1 (stereo not drawn)	32	14	6	-5	2	16	-1	4	0	-6	-1
O=C(NNC(=O)C1CCC1)c1ccc(Cl)cc1	7	4	-15	-1	-19	9	15	-63	10	-1	-26
COc1cc(/C=N/NC(=O)c2cc(-c3ccc4c(c3)OCO4)n[nH]2)ccc1O	-47	-26	6	-5	5	-30	-43	-15	-15	51*	-26

Bioassay records as filed in PubChem BioAssay.
